Source: PubChem BioAssay
mcGAS inh – inhibitors of mouse cGAS | recombinant cGAS, Kinase-Glo ATP depletion luminescence | Q8C6L5 | inhibition, % at 12.5 µM | AID 1259399 | hit rate 0.15% among 160,000;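 note: 0% = negative control wells and 100% = reference inhibitor with no enzyme activity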
hcGAS inh – human cGAS inhibition; Q8N884; hit rate 0.081% among 290,000; inhibition, % at 12.5 µM; recombinant h-cGAS, ATP depletion, Kinase-Glo luminescence;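 note: 0% = vehicle reaction and 100% = reaction without DNA for no activity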
Target sequence (Q8N884 whole entry, looked up): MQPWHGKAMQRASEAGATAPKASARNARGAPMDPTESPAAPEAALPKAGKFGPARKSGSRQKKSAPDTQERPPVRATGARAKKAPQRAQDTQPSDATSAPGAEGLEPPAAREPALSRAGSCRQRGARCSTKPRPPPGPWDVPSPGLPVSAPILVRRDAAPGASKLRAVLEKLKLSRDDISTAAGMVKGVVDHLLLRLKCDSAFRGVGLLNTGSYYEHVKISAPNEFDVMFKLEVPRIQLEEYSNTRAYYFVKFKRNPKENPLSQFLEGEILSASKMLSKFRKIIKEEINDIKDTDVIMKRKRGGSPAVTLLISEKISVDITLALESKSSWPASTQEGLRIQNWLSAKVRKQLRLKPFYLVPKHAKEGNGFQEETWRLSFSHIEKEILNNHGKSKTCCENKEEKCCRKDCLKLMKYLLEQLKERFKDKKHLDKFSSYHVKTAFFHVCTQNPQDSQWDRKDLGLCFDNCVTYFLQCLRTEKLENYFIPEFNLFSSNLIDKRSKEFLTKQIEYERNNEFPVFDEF
NPYLR7 ag – mosquito NPYLR7 agonism | HEK293T NPYLR7/Galpha15, GCaMP6s calcium fluorescence | activation, % at 10 µM | hit rate 0.15% among 270,000 | AID 1259423; in the data active = activation above about 40%;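 note: 0% = vehicle and 100% = reference agonist at the receptor; some compounds past the cut are filed as inactive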
Active calls of the source: *; . = not tested or not shown; & = joins results of further samples. Cut-off read from the data, not from the text of the source, unless noted: active = inhibition above about 40%; inactive = the rest.

SMILES	mcGAS inh	hcGAS inh	NPYLR7 ag
COc1cc2c(cc1C1CC(=O)Nc3cc(O)c(C)cc31)OCCCO2 (stereo not given)	-5	-2	15
C=CCN(CC(=O)N(Cc1cccn1C)CC(C)C)C(=O)Nc1ccc(Br)cc1	-6	-12	-7
N#Cc1ccsc1NC(=O)c1ccccc1OC(F)F	.	-6	-1
CN(CC(=O)Nc1ccc(Cl)cn1)CC(=O)Nc1c(Cl)cccc1Cl	-2	6	0
COc1ccc(NC2CCCN(C(=O)CCc3nc4ccccc4s3)C2)cc1OC (stereo not given)	.	-9	7
CCCCN(C)c1c(CC)nc2ccc(C(=O)NCCCN(C)C)cn12	-6	-1	-7
Cc1ncc(CN(C)C(=O)c2ccc(Cl)c(Cl)c2O)s1	.	-6&-11	1&12
CC(=O)c1c(C)oc2ccc(N(C(=O)c3ccncc3)S(=O)(=O)c3ccc4ccccc4c3)cc12	.	-5	15
COc1ccc(CCNC(=O)c2ccccc2N2CCC(NC(=O)C3CCCC3)CC2)cc1	-6	-5	17
Oc1[nH]c2ccc(Br)cc2c1N=Nc1ccc(Cl)c(Cl)c1	.	1	6
N[C@@H](Cc1cc(I)c(Oc2cc(I)c(O)c(I)c2)c(I)c1)C(=O)O	.	1&-6&-2	-7&-4&-7
CNC(=O)c1cccc(NC2CCCC(C(=O)NC(C)C)C2)n1 (stereo not given)	.	-4	1
CCN(CC)C(=O)Oc1ccc2c(ccn2Cc2cccc(SC(F)(F)F)c2)c1-c1cc(C)cc(C)c1	-6	0	11
CCCCOc1ccc(C(=O)Nc2sc3c(c2C(N)=O)CCCC3)cc1	-2	-1	-3
COCc1nc(CN2CCCC(O)(CO)C2)no1 (stereo not given)	.	-8	1
O=C(NCc1cccs1)c1cccnc1N1CCN(C(=O)c2ccccn2)CC1	-5	-5	5
Cc1cccc(C)c1Cn1c(C)c(C(=O)NCc2ccc([N+](=O)[O-])cc2)sc1=O	.	-5	9
O=C(CSCc1cc(Cl)c2c(c1)OCO2)NC1CC1	-5	-3	5
O=C(c1ccc(CSc2ccc([N+](=O)[O-])cn2)cc1)N1C2CCC1CC(Oc1ccc(F)cc1F)C2 (stereo not given)	-9	-19	10
COc1ccc(OC)c(NC(=O)c2ccc(-n3nc(-c4cccc(C)c4)cc3N)cc2)c1	-7	-5	-3
CC(c1ccc2c(c1)OCCO2)N(C)C(=O)c1cn(CCc2ccccc2)nn1 (stereo not given)	-9	-5	-3
COc1cc(-c2c(Nc3ccccc3)oc3c2c(=O)n(C)c(=O)n3C)cc(OC)c1OC	-8	-6	-5
CCCCNc1ccc(NCCCC)c2c1C(=O)c1ccccc1C2=O	-7	-12	0
Cc1ccc(Cn2cc(SCCN)c3ccccc32)cc1	.	-13	-4
CCN(CC1COc2ccccc2O1)C(=O)C1Cc2ccccc2CN1S(C)(=O)=O (stereo not given)	.	-5	-1

24 compounds from above, arranged by molecular weight, smallest number first.
SMILES	mcGAS inh	hcGAS inh	NPYLR7 ag
COCc1nc(CN2CCCC(O)(CO)C2)no1 (stereo not given)	.	-8	1
N#Cc1ccsc1NC(=O)c1ccccc1OC(F)F	.	-6	-1
Cc1ccc(Cn2cc(SCCN)c3ccccc32)cc1	.	-13	-4
CNC(=O)c1cccc(NC2CCCC(C(=O)NC(C)C)C2)n1 (stereo not given)	.	-4	1
Cc1ncc(CN(C)C(=O)c2ccc(Cl)c(Cl)c2O)s1	.	-6&-11	1&12
CCCCNc1ccc(NCCCC)c2c1C(=O)c1ccccc1C2=O	-7	-12	0
COc1cc2c(cc1C1CC(=O)Nc3cc(O)c(C)cc31)OCCCO2 (stereo not given)	-5	-2	15
CCCCN(C)c1c(CC)nc2ccc(C(=O)NCCCN(C)C)cn12	-6	-1	-7
CCCCOc1ccc(C(=O)Nc2sc3c(c2C(N)=O)CCCC3)cc1	-2	-1	-3
Oc1[nH]c2ccc(Br)cc2c1N=Nc1ccc(Cl)c(Cl)c1	.	1	6
CC(c1ccc2c(c1)OCCO2)N(C)C(=O)c1cn(CCc2ccccc2)nn1 (stereo not given)	-9	-5	-3
CN(CC(=O)Nc1ccc(Cl)cn1)CC(=O)Nc1c(Cl)cccc1Cl	-2	6	0
O=C(NCc1cccs1)c1cccnc1N1CCN(C(=O)c2ccccn2)CC1	-5	-5	5
Cc1cccc(C)c1Cn1c(C)c(C(=O)NCc2ccc([N+](=O)[O-])cc2)sc1=O	.	-5	9
COc1ccc(NC2CCCN(C(=O)CCc3nc4ccccc4s3)C2)cc1OC (stereo not given)	.	-9	7
COc1ccc(OC)c(NC(=O)c2ccc(-n3nc(-c4cccc(C)c4)cc3N)cc2)c1	-7	-5	-3
CCN(CC1COc2ccccc2O1)C(=O)C1Cc2ccccc2CN1S(C)(=O)=O (stereo not given)	.	-5	-1
COc1cc(-c2c(Nc3ccccc3)oc3c2c(=O)n(C)c(=O)n3C)cc(OC)c1OC	-8	-6	-5
COc1ccc(CCNC(=O)c2ccccc2N2CCC(NC(=O)C3CCCC3)CC2)cc1	-6	-5	17
C=CCN(CC(=O)N(Cc1cccn1C)CC(C)C)C(=O)Nc1ccc(Br)cc1	-6	-12	-7
CC(=O)c1c(C)oc2ccc(N(C(=O)c3ccncc3)S(=O)(=O)c3ccc4ccccc4c3)cc12	.	-5	15
O=C(c1ccc(CSc2ccc([N+](=O)[O-])cn2)cc1)N1C2CCC1CC(Oc1ccc(F)cc1F)C2 (stereo not given)	-9	-19	10
CCN(CC)C(=O)Oc1ccc2c(ccn2Cc2cccc(SC(F)(F)F)c2)c1-c1cc(C)cc(C)c1	-6	0	11
N[C@@H](Cc1cc(I)c(Oc2cc(I)c(O)c(I)c2)c(I)c1)C(=O)O	.	1&-6&-2	-7&-4&-7

Next part
SMILES	mcGAS inh	hcGAS inh	NPYLR7 ag
CCCn1c(N2CCN(Cc3ccccc3)CC2)nc2c1c(=O)[nH]c(=O)n2C	.	1	-5
Cc1c(Cl)c(C(F)(F)F)nn1CC(=O)Nc1cccnc1Cl	-7	-3	18
O=C(CNC1CC1)N(Cc1ccc(F)cc1)Cc1ccco1	.	-3	20
COc1ccc(-c2ccc(OCCNC(=O)c3sc(-c4ccccc4)nc3C)nn2)cc1	-4	-6	-3
O=C(Nc1n[nH]c(-c2ccco2)n1)C1Cc2ccccc2S1 (stereo not given)	.	-8	7
CC(C1CCN(C(=O)CN(C)Cc2ccccn2)CC1)N1CCOCC1 (stereo not given)	-7	-15	.
c1ccc2[nH]c(SCc3cn4cccnc4n3)nc2c1	.	-5	6
CCS(=O)(=O)c1oc(-c2ccc(F)cc2)nc1S(=O)(=O)c1ccc(F)cc1	.	4	1
CSC1=NCCN1C(=O)C1c2ccccc2Oc2ccccc21	.	6	8
CC1CCCCN1C(=O)C(NC(=O)c1cccs1)C1CCN(C(=O)c2ccco2)CC1 (stereo not given)	-3	1	-6
C#CCN(C)C(=O)C(C)N(c1ccccc1)S(C)(=O)=O (stereo not given)	.	1	-1
CC(NC(=O)c1ccnc(Cl)c1)c1ccccc1NS(C)(=O)=O (stereo not given)	-16	-5	19
Cc1ccc(C)c2c1NC(=O)C2CC(=O)O (stereo not given)	.	-3	-15
CC(C)c1ccc(CN(c2ccc(C#N)cn2)C2CC2)cc1	.	-4	1
c1ccc(-c2cccc(CN3CCCC3c3ccccn3)c2)nc1 (stereo not given)	.	-4	19
c1ccc(CNc2c(-c3ccccn3)nc3c(OCc4ccccc4)cccn23)cc1	-8	-6	23
CC(C)C(C)N(Cc1cccnc1)Cc1ccco1 (stereo not given)	.	-4	8
Cc1onc(-c2ccccc2Cl)c1C(=O)N1CCC2(CN(C)C(=O)O2)C1 (stereo not given)	.	-4	7
CC(C)c1nn(CC(=O)N(C(C)C)C(C)C)c(=O)c2c1cnn2-c1ccccc1	.	-5	9
CC(C)Nc1cc(NCc2cccnc2N2CCCN(C)CC2)ncn1	.	-1	-6
CCCN1CCC(C(=O)NC(c2ccsc2)c2ccccc2C)CC1 (stereo not given)	-2	-4	11
COC(=O)CCCNC(=O)c1cc(S(=O)(=O)N(C)C)ccc1Cl	-2	1	-3
COC(=O)[C@]1(C)C[C@H](C(=O)N(C)CCO)[C@H](c2ccccc2)N1C	.	-8	15
COCCCN1COc2ccc3cc(-c4ccccc4)c(=O)oc3c2C1	1	1	3
CN(C)c1ncc(CN2CCC(CCC(=O)N3CCN(c4ccccc4)CC3)CC2)s1	.	-6	5

Continuation.
SMILES	mcGAS inh	hcGAS inh	NPYLR7 ag
CCN(CC)CCCC(C)NC(=O)c1sc2cc(Cl)c(OC)c(OC)c2c1Cl (stereo not given)	-6	-7	-3
O=C1Nc2cc(Cl)ccc2C1=Cc1ccc(Br)s1	-5	-3	10
CCCC1(c2ccccc2)NC(=O)N(CC(=O)N(C(C)C)C(C)C)C1=O (stereo not given)	0	6	.
O=C1CSc2nnc(COc3ccc4c(c3)OCO4)n2N1Cc1cc(F)ccc1F	.	-5	5
CCOC(=O)c1ccc(OC2CC3CCC(C2)N3C(=O)c2ccc(CSCc3ccc(F)cc3)cc2)cc1 (stereo not given)	-7	-13	1
Cc1ccnc(N2CCN(CCC(N)=O)CC2)n1	.	-7	19
CC1CCCN(CCNC2CCN(Cc3ccccn3)CC2)C1 (stereo not given)	.	0	12
COc1ccccc1NC(=S)N=C1CCN(c2ccccc2)N1	-2	-9	4
Cc1cccc(CCCOCCOC(=O)NCC2COc3ccccc3O2)n1 (stereo not given)	.	-6	-6
Cn1c(=O)n(C)c2cc(NC(=O)c3ccn(-c4cccc(F)c4)n3)ccc21	-15	-10	17
CCOc1ccc(NC(=O)CSc2nc(=O)n(CCCN3CCOCC3)c3c2CCC3)cc1	-6	-7	-3
O=C(CCN1C(=O)c2ccccc2C1=O)Nc1cccc(O)c1	-5	-2	-2
CCC(=O)Nc1ccc(OCC(=O)NC(C)c2cn3ncsc3n2)cc1 (stereo not given)	-10	-2	3
CC(C)N(CC(=O)N(Cc1ccco1)Cc1cccn1C)C(=O)Nc1ccc(Br)cc1	-4	-5	-16
O=C(CSc1ncnc2sccc12)N1N=C(c2ccco2)CC1c1ccco1 (stereo not given)	.	-3	3
Cc1cc(-c2csc3ncnc(N4CCN(C)CC4)c23)cc(C)c1C	.	-5	-2
COC(=O)CC1C(=O)NCCN1C(=O)c1cccc2c1NCCC2 (stereo not given)	.	-9	7
Cc1ccc(CN(CCc2ccccc2)C(=O)CN(Cc2cccc(Cl)c2)C2CC2)o1	-3	-5	13
CCOC(=O)Nc1cccc(C(=O)NC2CCN(C3CCCCCC3)C2)c1 (stereo not given)	-16	-8	-6
COc1cc(OC)cc(-c2nnc(SCc3c(F)cccc3Cl)n2-c2ccc(C)cc2)c1	-5	-10	17
Cc1cccc(NC(=O)Cn2c3ccccc3c(=O)c3ccccc32)c1	.	-3	-1
COc1ccc(NC(=O)NCCNc2ccc(Nc3cc(C)ccn3)nn2)cc1OC	.	-7	26
CCCc1nccn1CC(=O)Nc1ccc(C(C)C)cc1	.	-9	4
CN(Cc1cccc2ccccc12)C(=O)c1ccc(N2CCNC2=O)cc1	-15	-10	15
O=C1OC(/C=C/c2ccc(Cl)cc2)=NC/1=C/c1ccccc1	1	2	-21

Remaining list, next part
SMILES	mcGAS inh	hcGAS inh	NPYLR7 ag
CC(O)(c1ccc(F)c(F)c1)c1nc(-c2cccc(C(=O)O)c2)cs1 (stereo not given)	.	4	-4
CC(O)(c1cccnc1)c1nc(-c2cccc(CO)c2)cs1 (stereo not given)	.	-6	3
CC(C)Cc1nnc2sc(-c3ccccc3-c3ncc[nH]3)nn12	-10	-3	3
Cc1ccc(C(=O)N2CCC(C(=O)Nc3ccc(-n4nc(C)cc4C)cc3)CC2)cn1	-10	-11	14
COc1ccc(-n2nnc3c(=O)n(Cc4ccc(C)cc4)cnc32)cc1	.	2	2
CCOC=CC(O)(CNC(=O)OC(C)(C)C)C(F)(F)F (stereo not given)	.	-9	8
COc1cncc(-c2ccc3nnc(-c4ccccc4C)n3c2)c1	-7	-5	11
CO[C@H]1CN(C(=O)Nc2ccc(Cl)cc2Cl)[C@H]2CC[C@@H](O)[C@@H]1C2	-7	-2	20
CC(C)(C)Cn1c(N)nc2ccc(-c3[nH]c(C(C)(C)C)nc3-c3ccc(F)cc3)nc21	-11	-4	-9
C=c1occc1=C1NN=C(SCC(=O)NC(C)CC)O1 (stereo not given)	.	-2	4
COc1ccc(CCn2c(-c3cnc4ccccc4c3)nc3cc(Cl)ccc3c2=O)cc1	3	-3	5
c1cncc(-c2nc3cc(-c4ccccc4CN4CCOCC4)ccc3o2)c1	-18	-6	7
O=C(c1ccccc1F)N1N=C(c2cccs2)CC1c1ccc2nccnc2c1 (stereo not given)	-7	-6	2
COC(=O)c1ccc(C(=O)Nc2cc(OC)ccc2OC(C)C)nc1	.	-2	-3
COCCN(Cc1cccn1Cc1ccccc1)C(=O)c1cccc(Br)c1	-4	-5	5
CCCCCCc1ccc(C(=O)N2CCC3(CC2)C(=O)N(CC(=O)NCc2ccc4c(c2)OCO4)CN3c2ccccc2)cc1	-4	-4	5
COCC(=O)N1C[C@H](O)[C@H]2C[C@@H]1CC[C@H]2N1CCOCC1	-7	-3	25
CCN(CC)c1ccc2cc(-c3nnc(Nc4ccc(OC)cc4)s3)c(=O)oc2c1	-7	-4	-12
O=C(NCCCNC(=O)[C@H]1CCCN1C(=O)C1CCC1)c1ccccc1	-5	-3	16
Nc1cc(Br)cc2c1C(=O)c1ccccc1C2=O	-3&2	-13&6	25&1
CCCN(Cc1ccc(OC)cc1)C(=O)c1nn(C)c2ccccc12	.	4	-5
CS(=O)(=O)N1CCCC1C(=O)N(Cc1cccnc1)c1nc2ccc(F)cc2s1 (stereo not given)	.	1	2
CCCS(=O)(=O)N1CCN(Cc2ccco2)CC1	.	-10	11
COCCNC(=O)Cn1c(CO)cnc1SCc1ccc(C(F)(F)F)cc1	.	-4	7
C#CCN1CCC(C(=O)NCC2CCN(C3CC3)C2)CC1 (stereo not given)	-15	-7	-3
O=C(c1ccccc1F)N1CCCC(N2CCN(c3ccccc3F)CC2)C1 (stereo not given)	.	-4	1
C=CCNS(=O)(=O)c1cc(C(=O)Nc2cccc(C)n2)ccc1Cl	.	-6	5
